# Assay outcomes (PubChem)
# GDH-TPI counter = inhibits GDH-TPI coupling enzymes, artifact for Mtb FBA screen; GDH-TPI coupled enzyme counterscreen, NADH absorbance; inhibition, % at 4.8 µM; hit rate 1.2% among 360,000; in the data active = inhibition above about 30%;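 note: 0% = DMSO wells and 100% = wells lacking the enzyme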
# BoNT-A LC inh2 = blocks Botulinum neurotoxin A light chain protease | inhibition, % at 10 µM | AID 588499 | hit rate 0.17% among 360,000 | multiplex microsphere protease substrate cleavage, flow cytometry; note: plate controls were buffer without enzyme for full effect and enzyme alone for no effect
# BoNT F protease = blocks Botulinum neurotoxin F light chain protease; hit rate 0.22% among 360,000; Multiplex microsphere protease cleavage assay, flow cytometry; AID 588497; inhibition, % at 10 µM; in the data active = inhibition above about 35%, passing the limit was not always enough; inconclusive = no clear call, values can overlap the other calls; note: plate controls were buffer without enzyme for full effect and enzyme alone for no effect
# FBA Mtb inh = inhibitors of M. tuberculosis fructose-bisphosphate aldolase. P9WQA3. purified M. tuberculosis FBA, fluorescence read-out. inhibition, % at 1 µM. hit rate 2.3% among 360,000. AID 588726; in the data active = inhibition above about 27%;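 note: 0% = vehicle and 100% = reference inhibitor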
# BioA inh = BioA (M. tuberculosis) enzyme inhibition; purified M. tuberculosis BioA enzyme, plate reader; inhibition, % at 9.99 µM; hit rate 0.096% among 360,000; AID 602481; in the data active = inhibition above about 40%; inconclusive = no clear call, values can overlap the other calls
# PfHsp40 yeast = restores yeast growth despite PfHsp40 toxicity. growth rescue, % at 12.5 µM. S. cerevisiae expressing PfHsp40, growth rescue, ATP luminescence. AID 504582. hit rate 0.68% among 340,000; in the data active = growth rescue above about 28%, passing the limit was not always enough; inconclusive = no clear call, values can overlap the other calls;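 note: yeast W303a lacking pdr1 and pdr3 grown in galactose medium; growth measured after three days at 30 °C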
# Mtb UGM inh = Mtb UDP-galactopyranose mutase inhibition; AID 504406; P9WIQ1; purified UGM, fluorescence polarization probe displacement; hit rate 0.06% among 320,000; inhibition, % at 10 µM; in the data active = inhibition above about 10%, passing the limit was not always enough; inconclusive = no clear call, values can overlap the other calls
# Anthrax LF prot = blocks Bacillus anthracis lethal factor protease; inhibition, % at 10 µM; multiplex microsphere protease cleavage assay, LF; P15917; AID 588501; hit rate 0.12% among 360,000; note: plate controls were buffer without enzyme for full effect and enzyme alone for no effect
# Target sequence (P15917 whole entry, looked up): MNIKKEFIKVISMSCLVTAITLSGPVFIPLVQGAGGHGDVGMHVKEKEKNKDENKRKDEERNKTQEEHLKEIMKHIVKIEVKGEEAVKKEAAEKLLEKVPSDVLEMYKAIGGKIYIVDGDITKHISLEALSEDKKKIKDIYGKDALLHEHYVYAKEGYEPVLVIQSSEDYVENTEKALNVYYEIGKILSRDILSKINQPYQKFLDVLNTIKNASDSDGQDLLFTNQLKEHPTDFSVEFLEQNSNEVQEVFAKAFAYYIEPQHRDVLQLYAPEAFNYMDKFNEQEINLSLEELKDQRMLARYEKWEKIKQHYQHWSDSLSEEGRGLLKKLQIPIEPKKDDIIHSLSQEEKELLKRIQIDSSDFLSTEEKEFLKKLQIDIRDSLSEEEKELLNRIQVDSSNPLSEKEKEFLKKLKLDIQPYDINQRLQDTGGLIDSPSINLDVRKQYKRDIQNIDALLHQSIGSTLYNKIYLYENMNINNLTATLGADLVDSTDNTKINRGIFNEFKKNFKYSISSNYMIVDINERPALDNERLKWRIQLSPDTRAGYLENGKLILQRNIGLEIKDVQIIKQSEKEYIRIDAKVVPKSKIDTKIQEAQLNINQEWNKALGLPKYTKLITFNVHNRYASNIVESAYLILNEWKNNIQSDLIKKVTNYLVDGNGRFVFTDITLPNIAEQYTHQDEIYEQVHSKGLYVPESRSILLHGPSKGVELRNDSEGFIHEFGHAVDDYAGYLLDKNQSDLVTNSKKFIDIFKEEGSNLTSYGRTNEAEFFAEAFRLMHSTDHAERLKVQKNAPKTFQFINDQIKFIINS
# FadD28 FP inh = blocks FadD28 binding to the bisubstrate probe | fluorescence polarization | inhibition, % at 12.5 µM | hit rate 0.22% among 360,000 | AID 588549; in the data active = inhibition above about 8.5%, passing the limit was not always enough; inconclusive = no clear call, values can overlap the other calls
# * = called active by the depositor; ? = inconclusive; nt = no result given; + = active, no number. Cut-off read from the data, not from the text of the source, unless noted: active = inhibition above about 30%; inconclusive = no clear call, values can overlap the other calls; inactive = below that.
SMILES,GDH-TPI counter,BoNT-A LC inh2,BoNT F protease,FBA Mtb inh,BioA inh,PfHsp40 yeast,Mtb UGM inh,Anthrax LF prot,FadD28 FP inh
Fc1cnc(Cl)nc1NC1CCCCC1,-6,-1.8,-1,-3,0.1,-1.0,0.3,-4,-1.1
Cc1ccnc(NC(=O)COc2c(C)cc(C)cc2[N+](=O)[O-])c1,-4,0.5,0,-2,-0.5,-1.1,-0.4,3,-2.4
Cc1cccc(-c2noc(CN(C(=O)C(c3ccccc3)c3ccccc3)C(C)C)n2)c1,-6,-0.4,0,-2,0.6,-0.2,-0.5,-5,-3.3
COc1ccc(C(O)(c2ccccc2)c2ccncc2)cc1 (configuration not stated),14,0.0,-7,4,nt,-1.5,nt,2,-0.8
CCN1C(=O)N[C@H](c2ccccc2)C(C(C)=O)=C1C,4,-0.5,-9,0,-7.9,1.2,0.1,0,-3.3
Cc1ccc2[nH]c(CNC(=O)c3ccccc3F)cc2c1,-7,-1.9,?,2,-1.9,-0.3,0.1,8,0.0
CCCN(CC(=O)Nc1ccccc1OC)C(=O)c1cc(-c2ccccc2)nn1-c1ccccc1,2,-0.3,-1,-2,-3.5,0.2,-1.9,3,-3.3
O=C(Nc1nnc([C@@H]2C[C@H](O)[C@@H](CO)O2)s1)Nc1cccc(Cl)c1Cl,4,-0.3,-10,-3,-1.0,nt,nt,-2,-3.7
CC(C)C(=O)Nc1cc(S(=O)(=O)N2CCOCC2)ccc1N1CCCCC1,-2,0.3,-4,2,1.3,-0.5,1.1,-8,-4.1
COc1ccc2cc(-c3ccccc3)c(=O)oc2c1,30,0.5,-3,+,0.3,1.0,0.5,-2,-1.3
COc1ccc(CNn2c(C)nc3ccccc3c2=O)cc1,12,-0.1,6,4,-0.8,-1.8,-2.6,-4,-2.3
COc1ccc(OCCC(=O)NCCN2CCOCC2)cc1,-3,0.3,-1,-1,nt,0.5,2.0,-1,0.9
O=C(c1cnn2cccnc12)N1CCN(c2ccccc2)CC1,-4,-0.1,-9,-2,-0.4,0.0,-1.3,0,-3.8
C=CCNC(=O)c1onc(CSc2ccc(F)c(F)c2)c1C(=O)NCC=C,2,0.4,-3,-1,2.1,0.5,-4.3,-13,-2.3
COc1ccccc1-n1c(SCC(N)=O)nnc1-c1ccc(S(=O)(=O)N2CCCCC2)cc1,5,0.4,4,6,10,0.0,-2.1,0,-1.0
Cc1nn(CC(=O)OCC(=O)c2ccccc2)c(C)c1[N+](=O)[O-],15,0.0,4,3,-8.4,0.3,1.5,-2,-0.8
COc1ccc(C2CC(c3c(O)cc(C)oc3=O)=NCCS2)c(OC)c1 (configuration not stated),16,-5.8,-69,-4,0.0,0.3,2.5,1,-4.1
Cc1ccc(NC(=O)CCNS(=O)(=O)c2ccc3c(c2)CCC(=O)N3)cc1F,8,0.6,-2,4,1.2,0.9,-2.9,-2,-0.8
Cc1ccc(C)c(N2CCN(C(=O)c3ccc(NS(=O)(=O)c4c(C)noc4C)cc3)CC2)c1,8,-0.5,11,-1,5.2,1.1,0.4,-3,-3.2
Cc1ccc(NC(=O)COC(=O)[C@H](C)N2C(=O)C3CC=CCC3C2=O)cc1S(=O)(=O)N(C)C (some centres not stated),-10,0.5,-1,-2,nt,-0.9,-0.4,-3,-4.1
Cc1ccsc1C(=O)C1CCCN(Cc2sc(N(C)C)nc2Cl)C1 (configuration not stated),-3,0.0,-8,0,3.3,0.1,2.3,-4,-2.3
O=C(c1ccc(F)cc1)c1cc2ccc(O)cc2oc1=O,10,-0.3,11,-6,0.3,-6.2,0.0,-23,0.3
Cc1ccc(S(=O)(=O)N(C)c2cc(S(N)(=O)=O)c(C)cc2C)cc1,3,0.1,-5,0,nt,0.6,2.4,-1,0.0
Clc1ccc(CSc2nccn2Cc2ccccc2)cc1,4,0.7,-5,-3,2.8,0.0,-3.0,3,-4.6
O=C(N/N=C/c1ccc(Sc2ccccn2)o1)c1cc2ccccc2cc1O,51*,-0.3,-8,-2,-1.2,-0.4,4.0,-5,-6.9
COc1cc(CC(=O)Nc2nccs2)cc(OC)c1OC,10,?,-4,0,-1.8,-0.3,-0.1,-3,-1.5
CCCCC(=O)N1CCN(c2nc3ccc(Cl)cc3s2)CC1,13,-0.4,-3,3,-0.2,-1.6,1.6,-3,0.6
O=S(=O)(Nc1cccc(-c2ccc(N3CCCCCC3)nn2)c1)c1cccc(F)c1,7,1.7,-2,1,-1.3,0.5,-0.3,0,-3.5
COc1ccc(CCNC(=O)Cn2nc([N+](=O)[O-])c(Br)c2C)cc1OC,10,-5.1,-23,-1,0.2,0.7,-3.7,-18,-1.7
CC(C)CCn1cnc2c(cnn2-c2ccc(Cl)cc2)c1=O,4,0.2,-12,0,-0.1,0.2,0.0,-2,1.2
CN(C)S(=O)(=O)N1CCN(CC(O)COc2ccc(C(=O)c3ccccc3)cc2)CC1 (configuration not stated),-1,-0.9,-9,1,-0.7,0.8,1.3,-2,-2.8
COCCCn1c(=S)[nH]c2c(sc3ccccc32)c1=O,-2,-0.7,-3,2,nt,0.7,-0.4,-5,-0.3
CCOC(=O)COc1cccc2c(=O)n(CC(=O)N3CCC(C)CC3)ccc12,8,-0.6,-6,11,-3.3,0.6,-2.0,-5,0.0
CCn1c(SCC(=O)Nc2ccc(N3CCOCC3)cc2)nnc1-c1ccco1,4,nt,nt,-1,-0.3,-1.2,-0.1,nt,-1.1
CCOC(=O)CN1C(=O)c2ccccc2C1=O,-2,-0.1,7,-8,0.6,0.0,-1.7,-2,-1.7
O=C(CSc1ccccn1)Nc1ccc(Br)cn1,8,-0.3,1,-2,0.9,-0.5,0.7,1,-1.1
O=C(NCC1CCCO1)C(c1ccco1)N(Cc1ccc(F)cc1)C(=O)CN1C(=O)c2ccccc2S1(=O)=O (configuration not stated),9,0.0,7,3,-1.4,0.0,1.0,-4,-6.0
O=C(NNC(=O)c1cccc(S(=O)(=O)N2CCN(c3ccccc3)CC2)c1)c1ccc(Cl)cc1,1,0.0,-2,-5,nt,0.7,-0.1,-2,-1.7
COc1ccccc1/C=N/Nc1nc(C)c(C(C)=O)s1,18,0.0,0,-1,1.2,-1.0,-1.4,1,-3.7
CNC(=O)C(Sc1ccccc1)c1ccccc1 (configuration not stated),4,-0.6,-4,-1,0.0,1.2,-2.6,-1,-0.1

# In the list so far, two contain a thiophene ring, fused or not.
SMILES,GDH-TPI counter,BoNT-A LC inh2,BoNT F protease,FBA Mtb inh,BioA inh,PfHsp40 yeast,Mtb UGM inh,Anthrax LF prot,FadD28 FP inh
Cc1ccsc1C(=O)C1CCCN(Cc2sc(N(C)C)nc2Cl)C1 (configuration not stated),-3,0.0,-8,0,3.3,0.1,2.3,-4,-2.3
COCCCn1c(=S)[nH]c2c(sc3ccccc32)c1=O,-2,-0.7,-3,2,nt,0.7,-0.4,-5,-0.3

# Next entries follow.
SMILES,GDH-TPI counter,BoNT-A LC inh2,BoNT F protease,FBA Mtb inh,BioA inh,PfHsp40 yeast,Mtb UGM inh,Anthrax LF prot,FadD28 FP inh
CCOC(=O)c1cnn(-c2ccccc2)c1-n1cccc1C(=O)C(=O)N(C)C,4,-0.4,-6,-3,nt,0.0,-1.9,1,-1.2
COc1ccc(CC(=O)N2CCN=C2SC)cc1,-11,0.6,-14,2,0.1,-1.6,-2.7,-7,-3.5
Cc1c(C)n(Cc2ccc(Cl)cc2)c2ccc(C(=O)NCCCN3CCOCC3)cc12,-1,1.1,-5,1,2.5,0.0,0.9,-2,-1.3
C=CC[n+]1c(C)csc1Nc1ccc(C(=O)O)cc1,15,-0.5,-5,-1,nt,0.0,-1.1,0,-3.4
COc1cccc(CN(C)CCCn2cnc3c(SC)ncnc32)c1,0,0.0,8,-1,-1.3,nt,nt,-2,0.5
COc1ccc(CN(C(=O)c2cnccn2)C(C(=O)Nc2ccc(F)cc2)c2ccccc2)cc1 (configuration not stated),-2,0.5,-2,-2,3.9,2.5,2.7,1,-3.3
COc1ccc(S(=O)(=O)N2CCCC(C(=O)NCC3CCCO3)C2)cc1Cl (configuration not stated),0,1.3,-3,2,0.2,0.1,-1.2,2,1.3
COc1ccc(-c2nonc2NC(=O)c2oc3ccccc3c2C)cc1OC,0,0.0,0,-2,0.0,-1.0,-0.1,-3,-2.2
CC1CN(C(=O)c2cc(F)c(F)cc2Cl)CC(C)O1 (configuration not stated),-1,0.9,-2,5,0.0,-0.6,-1.3,-2,-1.7
Cn1cc(C(=O)OCC(=O)NC2(C#N)CCCC2)c2ccccc21,11,-0.8,-7,-1,-1.9,66*,5.8,-1,-1.4
CCOC(=O)c1c(C)[nH]c(C(=O)Cn2nnc(-c3ccccc3)n2)c1C,-2,0.6,0,3,-0.3,-1.1,-1.0,1,0.7
CCOc1ccc(Br)cc1C1=NN(C(C)=O)C(c2ccc([N+](=O)[O-])s2)O1 (configuration not stated),4,0.9,-21,-2,4.4,-0.4,nt,-2,-3.4
COCCN(C(=O)COC(=O)/C=C/c1ccc(SC)cc1)c1c(N)n(Cc2ccccc2)c(=O)[nH]c1=O,30,-0.7,-2,11,0.9,-0.8,nt,1,0.3
CC(C)n1c(SCC(=O)Nc2nncs2)nnc1C1CC1,-1,-1.5,3,-3,-0.5,-0.6,0.9,-3,-1.4
COc1cccc(-c2ccc(NC(=O)C3CCCN(Cc4cnn(C(C)C)c4)C3)cc2)c1 (configuration not stated),8,nt,nt,5,-0.1,1.6,-0.4,nt,-3.4
CCOC(=O)N1C2C=C(C)[C@@H]2[C@@H]2CC(=O)N21 (some centres not stated),2,0.4,-4,0,-1.0,4.3,-1.6,-1,1.2
CNc1nnc(-c2ccco2)s1,13,-3.9,?,5,nt,-1.1,-2.7,-18,-0.3
COc1ccccc1CNC(=O)CC1C(=O)NCCN1C1Cc2ccccc2C1 (configuration not stated),-8,-0.6,-11,1,1.2,-0.8,1.4,-1,-2.1
CN(CCC#N)C(=O)COC(=O)c1ccc2c(c1)C(=O)N(C1CCCCC1)C2=O,-7,-0.4,3,1,-0.9,-0.8,-4.1,-3,-1.5
Cc1cc(-c2ccccc2)c2c3c(cn2n1)c(=O)n(C)c(=O)n3C,3,2.7,19,1,nt,0.4,2.2,1,-1.6

# Next section, overlapping the part above by 2 compounds.
SMILES,GDH-TPI counter,BoNT-A LC inh2,BoNT F protease,FBA Mtb inh,BioA inh,PfHsp40 yeast,Mtb UGM inh,Anthrax LF prot,FadD28 FP inh
CN(CCC#N)C(=O)COC(=O)c1ccc2c(c1)C(=O)N(C1CCCCC1)C2=O,-7,-0.4,3,1,-0.9,-0.8,-4.1,-3,-1.5
Cc1cc(-c2ccccc2)c2c3c(cn2n1)c(=O)n(C)c(=O)n3C,3,2.7,19,1,nt,0.4,2.2,1,-1.6
O=[N+]([O-])c1cccc(/C=N/NC2=NS(=O)(=O)c3ccccc32)c1,17,0.3,-2,6,nt,0.7,-3.1,-8,-0.5
CCOC1=C2CN(S(=O)(=O)c3ccc(C)cc3)[C@H](c3ccc(CC)cc3)C[C@@H]2N(S(=O)(=O)c2ccc(C)cc2)[C@H](c2ccccc2)C1,nt,-0.5,-8,0,-2.2,nt,nt,-2,-3.0
C[n+]1cccc(C(=O)N/N=C/c2ccc3c(c2)OCO3)c1,25,0.8,9,1,-3.8,1.7,-1.4,-4,1.4
COc1c(C(=O)Nc2ccc(Cc3ccncc3)cc2)ccc2ccccc12,8,-0.4,-10,5,-2.1,-0.9,2.9,-4,-2.9
CC(Oc1ccc(Br)cc1)C(=O)Nc1ccc(N2CCOCC2)cc1N1CCOCC1 (configuration not stated),4,5.4,-1,6,nt,-0.5,0.1,-2,1.3
O=C(Cc1ccccc1)NCCn1ccc2ccccc21,3,8.7,6,2,-0.5,0.3,0.5,8,-1.7
COc1ccc(C)cc1N(CC(=O)N/N=C/c1ccc2c(c1)OCO2)S(C)(=O)=O,10,-0.6,-1,-2,nt,0.8,-0.4,3,-1.1
Cc1cc(O)c(C(C)C)cc1NC(=O)c1ccccc1Cl,-1,-0.5,-2,2,-0.7,0.8,-1.5,0,0.8
CCOC(=O)c1c(NC(=O)COC(=O)CCOc2cc(C)ccc2C)sc(C(=O)N(C)C)c1C,11,-0.4,-4,1,1.7,-0.2,nt,-1,-3.1
COc1ccc(C(=O)CC(Nc2ccc([N+](=O)[O-])cc2)c2ccc(Cl)cc2)cc1 (configuration not stated),25,0.3,-14,-1,-0.4,-1.2,-2.7,-9,-1.6
